PKA-R2B activ: activators of human PKA-R2B complex; PKA-R2B holoenzyme dissociation, Cy5-IP20 fluorescence polarization; R2B truncated from residue 108, S112A mutant; 0% DMSO only, 100% 113 µM cGMP; activation, % at 11.4 µM; 0.079% of 340,000 active; AID 504700;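 active = activation above a cutoff set at the mean over all compounds plus 3 SD, cut at about 18% in these data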;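 also: higher means more holoenzyme dissociation and a rise in polarization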
Target sequence (P31323 whole entry, looked up, other chains not shown, the tested form may be a part): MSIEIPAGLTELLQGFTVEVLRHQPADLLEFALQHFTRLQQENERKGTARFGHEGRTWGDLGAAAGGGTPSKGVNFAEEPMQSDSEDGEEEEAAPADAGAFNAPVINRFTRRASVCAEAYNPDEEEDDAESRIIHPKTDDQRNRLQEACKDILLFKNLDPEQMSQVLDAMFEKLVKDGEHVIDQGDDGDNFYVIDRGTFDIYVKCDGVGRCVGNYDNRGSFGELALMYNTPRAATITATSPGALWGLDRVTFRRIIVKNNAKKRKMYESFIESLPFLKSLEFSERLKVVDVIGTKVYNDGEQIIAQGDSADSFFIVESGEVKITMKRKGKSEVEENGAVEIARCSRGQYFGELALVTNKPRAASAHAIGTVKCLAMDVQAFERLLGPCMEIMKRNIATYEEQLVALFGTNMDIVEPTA
NSD2 HMT inh: inhibitors of human histone methyltransferase NSD2; O96028; NSD2 peptide methylation, AlphaScreen, 120 min; inhibition, % at 12.5 µM; 0.54% of 310,000 active; AID 743445; in the data active = inhibition above about 50%
PvdQ inh: blocks Pseudomonas aeruginosa PvdQ acylase activity; inhibition, % at 10 µM; purified PvdQ acylase, fluorescence plate reader; 0.063% of 340,000 active; in the data active = inhibition above about 30%, passing the limit was not always enough;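 also: 0% = vehicle neutral wells and 100% = reference inhibitor wells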
DAGLB inh: blocks human DAGLB lipase activity; Q8NCG7; HEK293T DAGLB membrane lysate, EnzChek fluorogenic substrate; inhibition, % at 5.17 µM; 0.059% of 340,000 active; AID 504411; in the data active = inhibition above about 34%;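 also: 0% = enzyme with vehicle and 100% = wells lacking enzyme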
Target sequence (Q8NCG7 whole entry, looked up): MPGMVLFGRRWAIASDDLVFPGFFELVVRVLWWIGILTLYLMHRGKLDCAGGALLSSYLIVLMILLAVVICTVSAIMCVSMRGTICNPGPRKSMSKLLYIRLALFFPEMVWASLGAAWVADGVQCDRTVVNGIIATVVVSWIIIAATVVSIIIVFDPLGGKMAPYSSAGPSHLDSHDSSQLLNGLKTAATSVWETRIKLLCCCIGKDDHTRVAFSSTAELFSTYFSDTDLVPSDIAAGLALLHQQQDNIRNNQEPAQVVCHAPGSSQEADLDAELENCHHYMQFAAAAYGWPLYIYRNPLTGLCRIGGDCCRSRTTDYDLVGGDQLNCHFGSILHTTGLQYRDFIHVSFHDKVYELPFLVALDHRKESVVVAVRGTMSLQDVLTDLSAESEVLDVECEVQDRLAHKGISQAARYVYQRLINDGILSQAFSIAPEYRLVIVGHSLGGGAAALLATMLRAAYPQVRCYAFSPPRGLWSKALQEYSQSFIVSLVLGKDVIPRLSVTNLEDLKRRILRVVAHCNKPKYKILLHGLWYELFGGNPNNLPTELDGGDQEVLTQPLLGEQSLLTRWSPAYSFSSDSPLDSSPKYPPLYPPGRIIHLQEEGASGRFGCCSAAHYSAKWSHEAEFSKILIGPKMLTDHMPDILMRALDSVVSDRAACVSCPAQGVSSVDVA
RTF Ca sens inh: cardiac RTF calcium desensitization. P19429+P45379. 0.12% of 340,000 active. AID 493244. IANBD-labeled cardiac RTF, Ca2+ fluorescence. inhibition, % at 7.15 µM;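 active = inhibition above the mean inhibition of all tested compounds plus 3 SD, cut at about 17% in these data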;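 also: assay run at fixed EC70 calcium of 1.6 mM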
Arr AP2 block: human beta-arrestin and AP2 interaction inhibition; inhibition, % at 10 µM; 0.31% of 340,000 active; AID 504490; FITC-arrestin peptide / GST-AP2 beads, flow cytometry; AP2 beta2 appendage carries R879A mutation;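 active = inhibition above a set limit, near 3 SD of compounds lacking own fluorescence, cut at about 54% in these data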;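 also: plate controls were DMSO wells for no effect and 5 µM unlabelled arrestin peptide for full effect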
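System: GST-AP2 R879A glutathione beads | Also added: FITC-arrestin peptide, 50 nM | Times: 12 min plus 1 h, RT | Signal: Bead flow cytometry, FITC channel | Buffer or medium: PBS with 0.05% Tween 20 and 0.1% BSA | Read-out basis: Percent drop in bead-associated FITC signal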
C-LANA FP: blocks KSHV LANA C-terminal domain binding to DNA | 0.078% of 340,000 active | MBP-C-LANA/FAM-LBS DNA binding, fluorescence polarization | inhibition, % at 9 µM;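 active = highest replicate inhibition at or above 60% at 9 µM, even if other replicates fall short; inactive = all replicates below 60% inhibition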;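 also: 0% = neutral control wells and 100% = 4 µM acridine orange control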
Keap1 Nrf2 FP: Keap1-Nrf2 (human) interaction inhibition | Q14145 | Keap1 Kelch-Nrf2 peptide fluorescence polarization, 1536-well | inhibition, % at 9.4 µM | 0.15% of 340,000 active | AID 504523; in the data active = inhibition above about 12%;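 also: human Keap1 Kelch domain with fluorescein labeled Nrf2 9mer peptide probe; 0% = neutral control wells and 100% = peptide positive control; higher means more block of Keap1 binding to Nrf2 peptide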
SR-BI DiI inh: mouse SR-BI HDL lipid transfer inhibition. Q61009. ldlA[mSR-BI] CHO cells, DiI-HDL uptake fluorescence, 3 h. inhibition, % at 12.5 µM. 0.96% of 320,000 active;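 active = mean replicate inhibition of at least 70% and a set share of replicates each scoring 70 or more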;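 also: 0% = median of neutral control wells and 100% = median of positive control wells; values of inactives mirror those of a sister screen read the other way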
SR-BI DiI-HDL act: SR-BI HDL lipid transfer activation | CHO ldlA[mSR-BI] cells, DiI-HDL uptake fluorescence, 3 h; 100 = double the neutral-control signal | activation, % at 12.5 µM | 0.096% of 320,000 active;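 active = mean replicate activation of at least 60% and every replicate at or above 60%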;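 also: 0% = median plate neutral-control signal and 100% = twice that signal; values of inactives mirror those of a sister screen read the other way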
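Test system: SR-BI-overexpressing, LDLR-lacking CHO cells; Also added: labelled HDL, 10 µg/mL; Measured by: bottom-read cell fluorescence after medium removal, ex 550/em 595 nm; Timing: 3 h uptake period with compound, 37 °C; Buffer or medium: F12, 0.5% BSA, 25 mM HEPES; Doses: single compound concentration, delivered by pin transfer.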
The depositor's hits bear a star; / = no result given.

SMILES | PKA-R2B activ | NSD2 HMT inh | PvdQ inh | DAGLB inh | RTF Ca sens inh | Arr AP2 block | C-LANA FP | Keap1 Nrf2 FP | SR-BI DiI inh | SR-BI DiI-HDL act
Cc1ccc(OCC(=O)N(Cc2ccccc2)C(C)(C)C)c([N+](=O)[O-])n1 | -12 | 0 | 8 | -1 | -3 | 7 | 0.2 | -10 | 3 | -3
Cc1nc2c(C#N)c(C)[nH]n2c(=O)c1Cc1ccccc1 | -5 | -2 | 3 | 5 | 3 | -6 | 0.9 | -2 | -8 | 8
Cc1ccc(C(=O)/C=C/N(C)C)cn1 | -3 | -1 | -10 | 1 | -5 | -1 | -0.3 | 1 | -1 | 1
COc1cc([N+](=O)[O-])ccc1NC(=O)Nn1cnnc1 | -3 | -1 | -4 | -1 | -4 | 25 | -1.8 | -2 | -5 | 5
CCn1c(SCC(=O)N2CCC(C)CC2)nc2c1c(=O)n(C)c(=O)n2C | 0 | 1 | 7 | -4 | -4 | -4 | 11 | 2 | -3 | 3
COc1ccc(CCNS(=O)(=O)CC23CCC(CC2=O)C3(C)C)cc1OC (configuration not stated) | 13 | -6 | -4 | -1 | -10 | -4 | 0.6 | -1 | -10 | 10
COc1cc2c(cc1NC(=S)NC(=O)/C=C/c1ccco1)oc1ccccc12 | 2 | 0 | -7 | -1 | 2 | 6 | 0.6 | -7 | 15 | -15
CCC(c1nnnn1Cc1ccc2c(c1)OCO2)N1CCN(c2ccccc2)CC1 (configuration not stated) | 3 | / | -18 | -1 | -8 | 0 | -2.9 | -3 | 32 | -31
CC(C)c1ccc(CN2CCN(S(=O)(=O)c3ccc(Cl)s3)CC2)cc1 | -3 | -3 | -10 | -9 | -12 | 16 | 1.1 | -2 | -7 | 7
COc1ccc(CCC(=O)OCC(=O)NC(=O)c2ccc(Cl)cc2)cc1 | 5 | 0 | -14 | 1 | -4 | -7 | 2.6 | -3 | 10 | -10
Cc1ccc(S(=O)(=O)Nc2cc(C)cn(Cc3ccccc3)c2=O)cc1 | -7 | 0 | -10 | 1 | 2 | -5 | 1.6 | -10 | 4 | -4
Cc1cc(Nc2ccccc2)nn1C(=O)c1ccc([N+](=O)[O-])cc1 | 2 | -1 | -4 | 12 | 3 | -2 | -1.8 | -1 | 44 | -44
O=C(NCc1ccccc1)c1csc2c1CCCC2 | -1 | -1 | 3 | -3 | -13 | 9 | -1.1 | -2 | 4 | -4
O=C(O)CCNS(=O)(=O)c1cccc(Br)c1 | 1 | / | -12 | 2 | -6 | 13 | 0.2 | 1 | / | /
Cc1cc(=O)[nH]c(SCC(=O)Nc2ccccc2C#N)c1C#N | -8 | 6 | -13 | -3 | -4 | 0 | -0.9 | -3 | -14 | 14
N#CC1(NC(=O)COC(=O)Cc2n[nH]c(=O)c3ccccc23)CCCCC1 | 1 | 4 | -11 | 2 | -3 | -6 | -0.1 | -3 | -23 | 23
COc1ccc(NC(=O)CSc2nnc(-c3ccco3)c(-c3ccco3)n2)cc1OC | 4 | 3 | 5 | -1 | -1 | 6 | 0.3 | -3 | / | /
O=C(COC(=O)c1cc(F)cc(F)c1)Nc1cccnc1Cl | -10 | 0 | -15 | 0 | -4 | 6 | 0.5 | 0 | -13 | 13
O=C1CN(C(=O)/C=C/c2ccc(Cl)cc2)c2ccccc2N1 | 10 | 6 | 3 | 1 | -7 | 31 | 0.1 | 0 | 25 | -25
Cc1ccc2c(c1)C1C[N+](C)(CC(=O)c3ccccc3)CCC1N2C(=O)c1ccccc1Cl (configuration not stated) | 4 | 0 | -12 | -1 | -14 | -10 | -1.4 | 2 | 12 | -12

Some entries already given, showing only PKA-R2B activ:
| Structure | PKA-R2B activ |
| --- | --- |
| Cc1cc(=O)[nH]c(SCC(=O)Nc2ccccc2C#N)c1C#N | -8 |
| O=C(NCc1ccccc1)c1csc2c1CCCC2 | -1 |

More results.
SMILES | PKA-R2B activ | NSD2 HMT inh | PvdQ inh | DAGLB inh | RTF Ca sens inh | Arr AP2 block | C-LANA FP | Keap1 Nrf2 FP | SR-BI DiI inh | SR-BI DiI-HDL act
O=C1NC(c2ccc(-c3ccccc3[N+](=O)[O-])o2)C(C(=O)c2ccc(F)cc2)C(O)(C(F)(F)F)N1 (configuration not stated) | -2 | 12 | -8 | 1 | -8 | 0 | 1.0 | -2 | -11 | 11
COc1ccc2nc(Nc3nc(-c4cc5ccccc5oc4=O)cs3)sc2c1 | -5 | -1 | -9 | -3 | -6 | -12 | -1.1 | -6 | 66 | -66
O=C(c1cnn2c(C(F)(F)F)cc(-c3ccccc3)nc12)N1CCOCC1 | -16 | 0 | 4 | -2 | 5 | -1 | 2.6 | -1 | 18 | -18
CCCCOC(=O)c1ccc(NC(=O)c2ccc(F)cc2F)cc1 | 4 | / | -7 | -15 | -13 | 0 | 2.4 | -1 | 11 | -11
Cc1c(NC(=O)COC(=O)Cc2ccc(Cl)cc2)c(=O)n(-c2ccccc2)n1C | 0 | 0 | -9 | 0 | -13 | 7 | 1.3 | -4 | -20 | 20
CC1(c2ccc(Cl)cc2)NC(=O)N(CC(=O)N2CCCC2)C1=O (configuration not stated) | -4 | -2 | -9 | -2 | -6 | 3 | -1.7 | 3 | 2 | -2
CSc1ccc(C(=O)NCC(=O)O)cc1[N+](=O)[O-] | -1 | -3 | -5 | -1 | 11 | 0 | -20 | -3 | -9 | 9
CSc1ccccc1OCc1cc(C(=O)NC(C)Cc2cccc(C)n2)no1 (configuration not stated) | 7 | -2 | -5 | -1 | -5 | 10 | 0.8 | -2 | 68 | -68
COc1ccc(C)cc1S(=O)(=O)N(CC(=O)Nc1cccc([N+](=O)[O-])c1)c1ccc(C)c(C)c1 | 6 | -1 | -9 | -1 | 0 | -1 | 0.1 | 0 | 57 | -57
CCC(C)c1ccc(NC(=O)C/C(C)=N/NC(=O)c2cnccn2)cc1 (configuration not stated) | -3 | 2 | -10 | 0 | 4 | 1 | 1.0 | -1 | -3 | 3
CCCn1c(=O)c2ccccc2n2c(SCCOc3ccc(C)cc3)nnc12 | 1 | -2 | -6 | -3 | 9 | 1 | -2.3 | 1 | -4 | 4
COc1cc2c(C#N)c(N3CCCCC3)nc(N)c2c(N)n1 | 9 | -12 | -14 | -5 | -21 | 2 | 0.5 | -4 | 6 | -6
O=C(CSc1ccccn1)Nc1ccc2c(c1)CCC2 | 3 | -1 | -8 | -3 | -11 | 2 | -0.1 | -2 | 13 | -13
CN1/C(=C\C=Nc2cc(S(=O)(=O)N3CCOCC3)ccc2N2CCOCC2)C(C)(C)c2ccccc21 | -2 | -2 | -12 | -2 | 4 | -7 | 0.0 | -3 | -8 | 8
O=C(/C=C/c1cccc(Oc2ccccc2)c1)N1CCOCC1 | -2 | -1 | 10 | -5 | -7 | 11 | -0.8 | -5 | 26 | -26
CCN1CCN(c2ncnc3sc(C(=O)Nc4ccccc4F)c(C)c23)CC1 | -13 | 38 | -11 | -2 | 0 | 5 | -0.7 | 3 | 28 | -28
Cc1cccc(-c2noc(CSc3ccccc3)n2)c1 | -7 | -5 | -6 | -30 | -5 | 0 | 1.0 | 2 | 5 | -5
O=C(Cn1ccc2cc(S(=O)(=O)N3CCCC3)ccc21)NCc1ccco1 | -4 | 4 | 0 | -2 | -1 | -4 | -0.9 | 1 | -41 | 41
COC(=O)C(C)Sc1ccc2nnc(-c3ccccc3)n2n1 (configuration not stated) | 5 | 3 | 7 | 0 | -3 | 43 | -0.2 | -1 | -27 | 27
CC(=O)OC1C(OC(C)=O)N(C(C)=O)C(=O)N1C(C)=O (configuration not stated) | -9 | 10 | -13 | 0 | -4 | -2 | -2.6 | -3 | -3 | 3

Individual results from the entries so far:
CCN1CCN(c2ncnc3sc(C(=O)Nc4ccccc4F)c(C)c23)CC1 @ DAGLB inh = -2
CC(=O)OC1C(OC(C)=O)N(C(C)=O)C(=O)N1C(C)=O (configuration not stated) @ Arr AP2 block = -2
O=C(Cn1ccc2cc(S(=O)(=O)N3CCCC3)ccc21)NCc1ccco1 @ SR-BI DiI inh = -41
O=C(/C=C/c1cccc(Oc2ccccc2)c1)N1CCOCC1 @ PKA-R2B activ = -2
COC(=O)C(C)Sc1ccc2nnc(-c3ccccc3)n2n1 (configuration not stated) @ Arr AP2 block = 43

Next part.
SMILES | PKA-R2B activ | NSD2 HMT inh | PvdQ inh | DAGLB inh | RTF Ca sens inh | Arr AP2 block | C-LANA FP | Keap1 Nrf2 FP | SR-BI DiI inh | SR-BI DiI-HDL act
CCCCS(=O)(=O)Nc1ccc2cn[nH]c2c1 | -8 | -1 | -18 | 1 | 4 | 2 | 1.8 | -5 | -8 | 8
O=C(O)CCCNC(=O)c1cncc(Br)c1 | -2 | -2 | -14 | 0 | 1 | -7 | 0.4 | -1 | -24 | 24
Cc1nc2ccc(S(=O)(=O)NC(C(=O)NCc3ccc4c(c3)OCO4)C(C)C)cc2s1 (configuration not stated) | 7 | / | -18 | 0 | -11 | -6 | 0.3 | 1 | 16 | -16
Cc1cc(C)cc(N(CC(=O)NC(C)(C)C)C(=O)CNC(=O)c2cccs2)c1 | 7 | -4 | -13 | -2 | 1 | 5 | -1.6 | -1 | -6 | 6
CN(N)c1ccc2c(C(F)(F)F)cc(C(F)(F)F)nc2n1 | -8 | -2 | 0 | 0 | 3 | -11 | -1.3 | -3 | 3 | -3
COc1ccc(CNC(=O)C(c2ccco2)N(C(=O)Cc2cccs2)c2cccnc2)cc1 (configuration not stated) | -6 | 1 | -15 | 2 | -13 | -10 | -1.2 | -7 | -20 | 20
CN(Cc1ccc(C(C)(C)C)cc1)C(=O)C1CSC2(C)CCC(=O)N12 (configuration not stated) | -3 | 0 | -5 | -3 | -4 | 26 | -0.6 | -1 | 7 | -7
CCN(C(=O)Cn1c(=O)n(-c2cc(OC)c(OC)c(OC)c2)c(=O)c2ccccc21)c1cccc(C)c1 | 1 | 0 | -2 | -1 | -2 | 4 | 1.0 | -5 | / | /
CN(CC(=O)Nc1ccc(F)c(F)c1F)C(=O)/C=C/c1ccco1 | 0 | 0 | 2 | 2 | -3 | 4 | 0.0 | 0 | 13 | -13
COC(=O)c1cccc(NC(=O)CC2C(=O)NCCN2C(=O)Nc2ccccc2)c1 (configuration not stated) | 6 | / | 0 | 2 | -1 | 5 | 0.2 | -5 | 1 | -1
CCOc1ccccc1NC1=NCC(=O)N1Cc1ccc(F)cc1 | -2 | / | 1 | -3 | -12 | 25 | -0.6 | 3 | 6 | -6
CC(=O)Nc1ccc(S(=O)(=O)Nc2nnc(Cc3ccc(Cl)cc3)s2)cc1 | -8 | 1 | 9 | 0 | 2 | -1 | 0.4 | 4 | 5 | -5
COc1ccc(C(=O)OCCc2cc3ccccc3c(=O)o2)cc1 | 4 | / | -10 | -10 | -15 | / | -3.4 | 0 | 4 | -4
O=C(Nc1ccc(Cl)c(Cl)c1)NC1CCS(=O)(=O)C1 (configuration not stated) | -8 | -4 | 3 | 0 | 1 | 19 | 1.7 | 0 | / | /
Cc1ccc(S(=O)(=O)N2CC(C(=O)O)=CC[C@H]2c2ccc(Cl)cc2)cc1 | -8 | / | -5 | 1 | -5 | 11 | -1.3 | -6 | 6 | -6
